# MPTP inh: inhibitors of mitochondrial permeability transition pore. isolated mouse mitochondria, Ca2+ swelling absorbance, 30 min. 360,000 tested, 1.4% active. inhibition, % at 10 µM;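 active means inhibition of 50% or more, scaled per plate between neutral and stimulator controls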;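 further: 0% = DMSO wells given calcium and 100% = 1 mM EGTA wells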
# beta cell repl: induces beta-cell replication in MIN6 cells. MIN6 cells proliferation, ATPlite luminescence, 48 h; cells starved in 0.2% serum; 100% = growth in 10% serum. proliferation, % at 10 µM. 330,000 tested, 0.29% active. AID 2380;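 active means compounds whose signal lies at least 3.5 SD above the mean of all wells on their plate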;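 further: 0% = DMSO-treated cells in low-serum medium and 100% = 10% serum control; some compounds called inactive have numbers as strong as hits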
# hIAP block: human IAP inhibition. AID 2544. P09923. 330,000 tested, 0.12% active. purified IAP, CDP-Star luminescence, 30 min. inhibition, % at 10 µM;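 active means inhibition reaching a set limit with compound at 10 µM in the primary screen, cut at about 35% in these data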;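 further: plate controls were DMSO wells with enzyme for no effect and no-enzyme buffer wells for full effect; values of inactives mirror those of a sister screen read the other way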
# Target sequence (P09923 whole entry, looked up): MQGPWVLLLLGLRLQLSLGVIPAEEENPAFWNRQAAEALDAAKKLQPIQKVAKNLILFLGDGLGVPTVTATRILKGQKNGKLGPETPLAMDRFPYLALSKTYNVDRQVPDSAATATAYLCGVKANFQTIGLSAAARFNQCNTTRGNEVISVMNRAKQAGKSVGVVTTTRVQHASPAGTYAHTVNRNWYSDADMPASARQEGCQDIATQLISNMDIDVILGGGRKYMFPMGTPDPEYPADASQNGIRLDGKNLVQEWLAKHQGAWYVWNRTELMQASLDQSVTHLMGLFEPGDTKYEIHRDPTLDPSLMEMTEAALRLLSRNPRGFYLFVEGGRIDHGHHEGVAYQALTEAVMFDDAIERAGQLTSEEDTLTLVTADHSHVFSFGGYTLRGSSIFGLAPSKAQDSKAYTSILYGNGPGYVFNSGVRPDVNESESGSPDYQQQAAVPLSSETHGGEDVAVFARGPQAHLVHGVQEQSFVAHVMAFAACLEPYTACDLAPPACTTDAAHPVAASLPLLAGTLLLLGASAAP
# hIAP act: human IAP activation | P09923 | purified human IAP, CDP-Star luminescence, 30 min; active compounds read high; 1 = vehicle-only enzyme, 0 = enzyme-free background | activation factor at 10 µM | 330,000 tested, 0.16% active | AID 2524;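 active means activation factor of the enzyme at least 2-fold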; further: the source names both 10 and 20 µM as test concentration; values of inactives mirror those of a sister screen read the other way
# mIAP block: mouse IAP inhibition. purified mouse IAP, CDP-Star luminescence, 30 min. inhibition, % at 10 µM. 330,000 tested, 0.2% active. AID 2806;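 active means inhibition of at least 40% at 10 µM in the primary screen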;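 further: plate controls were DMSO with enzyme for no effect and no enzyme wells for full effect; values of inactives mirror those of a sister screen read the other way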
# A3A deaminase: human APOBEC3A DNA deaminase inhibition. recombinant A3A, FAM/TAMRA ssDNA deamination fluorescence. inhibition, % at 20 µM. 330,000 tested, 0.41% active;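 active means at least 40% inhibition at 20 µM here, with at most 30% in a related deaminase screen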;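 further: plate controls were A3A with DMSO for no effect and wells lacking A3A enzyme for full effect; some results filed as inactive read as strong as hits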
# Target sequence (P31941 whole entry, looked up): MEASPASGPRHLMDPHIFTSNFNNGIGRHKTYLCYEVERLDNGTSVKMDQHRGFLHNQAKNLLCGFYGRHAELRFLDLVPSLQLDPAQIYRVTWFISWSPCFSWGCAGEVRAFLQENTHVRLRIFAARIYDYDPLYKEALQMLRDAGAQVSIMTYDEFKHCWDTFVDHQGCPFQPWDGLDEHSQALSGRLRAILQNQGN
# mIAP activ: mouse IAP activation | muIAP, CDP-Star luminescence, 30 min; active compounds read high; 1 = vehicle-only enzyme signal, 0 = enzyme-free wells | activation factor at 10 µM | 330,000 tested, 0.24% active;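 active means activation factor of at least 2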; further: the source names both 10 and 20 µM as test concentration; values of inactives mirror those of a sister screen read the other way
#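 also added = chemiluminescent substrate CDP-Star | test system = mouse IAP enzyme | signal = chemiluminescence readout | compound = DMSO-dissolved test compounds | incubation = 30 min at room temperature | benchmarks = DMSO wells, no-enzyme wells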
# A3G deaminase: APOBEC3G (human) deaminase inhibition. inhibition, % at 20 µM. Q9HC16. AID 493012. recombinant A3G, ssDNA deamination FAM/TAMRA fluorescence. 330,000 tested, 0.28% active;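 active means inhibition of at least 40% at 20 µM, with no more than 30% in the related APOBEC3A deaminase screen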;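 further: plate controls were DMSO wells with A3G for no effect and wells lacking A3G enzyme for full effect; some compounds called inactive have numbers as strong as hits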
# Target sequence (Q9HC16 whole entry, looked up): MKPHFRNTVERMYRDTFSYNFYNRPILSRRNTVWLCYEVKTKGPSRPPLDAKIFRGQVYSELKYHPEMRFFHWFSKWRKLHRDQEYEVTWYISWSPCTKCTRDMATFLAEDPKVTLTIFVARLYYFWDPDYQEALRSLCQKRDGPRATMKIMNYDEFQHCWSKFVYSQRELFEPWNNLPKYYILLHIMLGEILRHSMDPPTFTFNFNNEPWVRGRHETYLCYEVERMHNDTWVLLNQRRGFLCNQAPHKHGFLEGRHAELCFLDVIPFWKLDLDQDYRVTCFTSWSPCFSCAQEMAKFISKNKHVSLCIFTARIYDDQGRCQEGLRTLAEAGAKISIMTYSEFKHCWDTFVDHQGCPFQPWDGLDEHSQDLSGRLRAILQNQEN
# GRIN3A LBD mod: modulators (binders) of human NR3A ligand-binding domain; Tm shift relative to glycine control, % at 25 µM; 340,000 tested, 2.5% active; NR3A LBD differential scanning fluorimetry, Tm shift; 0% = protein alone, 100% = glycine-bound protein;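 active means melting temperature shift of at least 10% of the positive control shift, at one fixed dose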
# Starred values were filed as active, the others as inactive; / = not tested or not shown; & = joins results of further samples.
SMILES,MPTP inh,beta cell repl,hIAP block,hIAP act,mIAP block,A3A deaminase,mIAP activ,A3G deaminase,GRIN3A LBD mod
COc1ccc(C(=O)COC(=O)CSCc2c(C)noc2C)cc1OC,-0.7,-3,-18,1.2,-1,-5,1,-9,2
O=C(NCc1ccc(Cl)cc1)c1ccc(S(=O)(=O)N2CCCCC2)cc1,1.0,-2,-14,1.1,5,1,0.95,-7,-3
CCn1c(SCC(=O)Nc2ccc(C)cc2)nc2nc3c(cc2c1=O)CCCC3,1.4,2,21,0.79,-2,-2,1,-7,-1
Cc1ccc(C(=O)N2CCCC2)cc1S(=O)(=O)N1CCCCC1,-0.2,-1,-26,1.3,5,-4,0.95,3,2
CC1CCN(c2ccc3nnc(CCC(=O)N4CCCCC4)n3n2)CC1,0.2,3,-7,1.1,3,0,0.97,0,-1
COc1ccccc1-c1noc(CCC(=O)N2CCN(c3cc(C)ccc3C)CC2)n1,-1.1,/,/,/,-18,2,1.2,-1,2
CCOc1ccc(S(=O)(=O)NCCCN2CCOCC2)cc1,-0.4,-2,16,0.84,-2,0,1,-2,0
Cc1ccc(NC(=O)COC(=O)CCc2ccc(S(=O)(=O)N3CCOCC3)cc2)c(C)c1,2.5,3,-5,1.1,2,4,0.98,-3,-1
CCCNC(=O)c1ccc(N2CCC3(CC2)CC(c2cccc(Br)c2)=NO3)c(NC(=O)c2c(Cl)cccc2Cl)c1,0.6,-3,7,0.93,-3,0,1,4,2
CCOC(=O)N1CC=C2C(C#N)=C(N)C(C#N)(C#N)[C@H](c3cccs3)C2C1 (some centres undefined),1.1,-1,-19,1.2,11,-2,0.89,1,0
O=C(NCc1ccco1)c1cccc(S(=O)(=O)N2CCCCC2)c1,0.5,1,-10,1.1,-2,-2,1,-8,0
CCOc1cccc(=O)c2c(C)n(CC(=O)c3ccccc3)c(C)c12,1.2,0,-6,1.1,16,3,0.84,-1,-1
Cn1nccc1/C=N\NC(=O)c1ccc(Cl)cc1,0.1,2,2,0.97,-7,3,1.1,0,2
O=c1c2cc(Cl)ccc2[nH]c(=S)n1Cc1ccco1,3.9,-5,5,0.95,32,6,0.68,-2,-4
NS(=O)(=O)c1ccc(CCNS(=O)(=O)c2ccc(Cl)s2)cc1,-0.8,-3,-3,1,7,-2,0.93,-6,0
O=c1ccn(Cc2ccccc2)c2ccccc12,0.4,-2,-12,1.1,1,1,0.99,-9,0
Cc1sc2ncn(CC(=O)NCC(=O)N(C)C3CCCCC3)c(=O)c2c1C,-0.4,-1,9,0.91,1,-2,0.99,-6,-1
COc1ccccc1N(CC(=O)NC1CCCC1)C(=O)c1oc(C(C)(C)C)cc1C,-1.1,1,2,0.98,3,-3,0.97,-12,-3
O=C(NCCCN1CCCCC1)c1ccc2c(c1)NC(=O)C(N1CCOCC1)S2 (centres undefined),0.5,-1,-14,1.1,2,0,0.98,-5,2
Cc1cc(OCC(=O)NCc2ccccn2)cc(C)c1Br,-0.8,-1,8,0.92,-4,-3,1,-7,0
COc1ccc(CCNC(=O)c2n[nH]c3ccccc23)cc1,1.1,-4,-44,1.4,-16,0,1.2,-5,-10
Cc1ccc(S(=O)(=O)N2CCOC2CNC(=O)C(=O)NCCCN2CCOCC2)cc1 (centres undefined),1.1,1,-16,1.2,-14,11,1.1,6,0
COc1ccc(OC)c(CNC(=O)CCc2nc(-c3cccs3)no2)c1,0.4,0,8,0.92,2,0,0.98,-5,4
O=C(NC1CC1)C1CCN(C2CCN(C(=O)c3c(F)cccc3Cl)CC2)CC1,-1.4,2,6,0.94,7,-1,0.93,3,-1
COc1ccc(C(=O)N2CCN(CC(=O)N3CCOCC3)CC2)cc1,1.9,1,6,0.94,-5,-2,1.1,-6,3
COc1ccc(C2C(C(=O)c3ccco3)=C(O)C(=O)N2CCc2ccccc2)cc1OC (centres undefined),-10,-3,17,0.83,2,-3,0.98,0,-1
O=C(NN1C(=O)c2ccc3c4c(ccc(c24)C1=O)CC3)c1ccc(Br)cc1,0.2,0,-12,1.1,-4,5,1,-2,-4
CCOC(=O)c1ccc(NCC(O)COc2ccccc2)cc1 (centres undefined),0.1,-2,-14,1.1,8,1,0.92,1,-3
CC1(C)Cc2c(cnn2-c2ccc(F)cc2)C(NC(=O)CCN2CCCCC2=O)C1 (centres undefined),12,-1,9,0.91,2,2,0.98,2,-1
CCc1ccc(NC(=O)Cn2c(=O)n(CCCC(=O)NCc3ccco3)c(=O)c3ccccc32)cc1,-0.5,-1,-17,1.2,-9,-3,1.1,-5,-10
COc1cc(C(=O)Nc2ccc(C(C)=O)cc2)c(Br)c(OC)c1OC,1.2,0,15,0.85,1,-4,0.99,-6,0
CCCn1c(-c2cccc(F)c2)nc2c1c(=O)[nH]c(=O)n2Cc1ccccc1,0.2,0,5,0.95,8,2,0.92,-4,1
COC(=O)C1=C(C)N(c2ccccc2)C(=S)NC1c1ccccc1C(F)(F)F (centres undefined),2.2,1,11,0.89,-4,-7,1,-12,-1
CCOC(=O)c1ccc(Nc2nc(-c3cccnc3)nc3ccccc23)cc1,-3.6,-3,-15,1.1,16,-6,0.84,-6,-6
COCc1ccccc1Cn1cnc2c1c(=O)n(C)c(=O)n2C,-0.3,-5,-8,1.1,12,0,0.88,-2,2
COc1ccc(OC)c(NC(=O)/C=C/c2ccccc2[N+](=O)[O-])c1,1.0,-1,8,0.92,-2,1,1,-7,0
COc1cccc(C2c3[nH]c4ccccc4c3C[C@H]3C(=O)N(c4ccccc4C(=O)N4CCC[C@H]4C(=O)O)C(=O)N23)c1 (some centres undefined),1.6,1,-3,1,6,-3,0.94,-6,-2
CCC(=O)Nc1ccc2nc3c(=O)[nH]c(=S)[nH]c3nc2c1,-0.5,3,11,0.89,20,20,0.81,28,-1
Cc1ccc(Nc2ncnc(-n3cccc3)n2)cc1Cl,0.0,-2,-1,1,2,1,0.98,-2,7
CC(NC(=O)C(=O)NCCc1c[nH]c2ccccc12)c1ccccc1 (centres undefined),-1.6,0,-7,1.1,0,-4,0.99,-5,-1
OC(COc1ccc2ccccc2c1)CN1CCOCC1 (centres undefined),-1.6&4.3,-1,-1,1,-4,2,1,2,2&-1
C[C@H]1CN([C@@H](C)CO)C(=O)c2cc(NC(=O)NC3CCCCC3)ccc2O[C@H]1CN(C)C(=O)Nc1ccc(C(F)(F)F)cc1,0.1,-5,2,0.98,-102,1,2*,6,0
CC(=O)c1ccc(S(=O)(=O)N(C)CCCC(=O)NCc2ccc3c(c2)OCO3)cc1,0.5,0,1,0.99,0,4,1,6,-3
CCc1ccc(NC(=O)C2(c3ccccc3)CC2(Cl)Cl)cc1 (centres undefined),53*,-5,-23,1.2,-23,-4,1.2,-5,-3
Cc1cc(Oc2cc(NN3CCCCC3)c([N+](=O)[O-])cc2[N+](=O)[O-])c(C(=O)c2ccccc2)cc1Cl,-0.8,-9,24,0.76,-4,2,1,-4,0
Cn1nccc1C(=O)N1CCN(S(=O)(=O)c2ccc(Br)s2)CC1,0.8,-4,30,0.7,-4,1,1,-1,0
COc1ccc(NC(=S)N(CCCN2CCOCC2)C(C)c2cc3ccccc3o2)cc1 (centres undefined),0.6,-1,-10,1.1,1,5,0.99,-2,0
COCCN(CCOC)c1cc(C)c(C#N)c2nc3ccccc3n12,1.2,-2,-21,1.2,-7,1,1.1,-2,-7
O=C(CSc1nnc(COc2ccccc2)o1)N1CCN(c2ccccc2)CC1,0.5,-2,-2,1,2,-3,0.98,-3,2
CC(C)(C)OC(=O)[C@H](CCCCN)NC(=O)c1[nH]cnc1C(=O)N[C@@H](Cc1ccccc1)C(=O)OCc1ccccc1,1.6,-4,-60,1.6,9,-3,0.91,-4,-8
COc1cc(-c2cc(=O)c3c(O)c(OC)c(OC)cc3o2)cc(OC)c1O,1.1,0,6,0.94,2,0,0.97,-1,-3
CCOc1ccc(CSC(CC(=O)O)C(=O)O)cc1 (centres undefined),2.5,1,-23,1.2,-9,-2,1.1,-3,2
Cn1cc(C(=O)O)c(-c2ccc3c(c2)OCCCO3)n1,0.9,0,13,0.87,-2,-1,1,-2,0
COc1cnn(-c2ccc(F)cc2)c(=O)c1Br,-1.1,-1,11,0.89,-2,-2,1,-2,0
CN(C)S(=O)(=O)c1cccc(NC(=O)COC(=O)c2cc3ccccc3oc2=O)c1,2.0,-4,11,0.89,0,7,1,-2,-1
CCCCCCCN1CCC(=O)N(CCO)CC1,-1.0,-4,17,0.83,-3,1,1,1,3
COc1ccccc1C(=O)COC(=O)c1ccccc1O,0.0,0,-21,1.2,-1,-5,1,-10,1
CCOc1ccc(/C(O)=C2\C(=O)C(=O)N(c3cc(C)on3)C2c2ccccc2OC)cc1 (centres undefined),3.9,-3,-6,1.1,-3,-1,1,1,1
CS(=O)(=O)c1ccccc1C(=O)Nc1nc2ccccc2[nH]1,0.1,-2,-29,1.3,-3,-8,1,-6,4
Cc1ccc2[nH]c(C(=O)N/N=C/c3ccc([N+](=O)[O-])cc3)c(C)c2c1,51*,1,14,0.86,8,-1,0.92,-9,20*

# Some values from the results shown:
# Entry of `CC(=O)c1ccc(S(=O)(=O)N(C)CCCC(=O)NCc2ccc3c(c2)OCO3)cc1` under A3A deaminase: 4
# Entry of `CS(=O)(=O)c1ccccc1C(=O)Nc1nc2ccccc2[nH]1` under A3A deaminase: -8

# The results go on:
SMILES,MPTP inh,beta cell repl,hIAP block,hIAP act,mIAP block,A3A deaminase,mIAP activ,A3G deaminase,GRIN3A LBD mod
Cc1nc2c(Br)c(C)nn2c2c1CCC2,2.1,-3,-5,1.1,1,-2,0.99,-8,0
Cc1ccc(C(=O)Nc2ccccc2Sc2ccccc2)cc1,-2.0,0,-5,1.1,0,-2,1,-9,0
N/C(Cc1ccc([N+](=O)[O-])cc1)=N\OC(=O)c1ccc(Br)cc1,0.7,2,9,0.91,8,1,0.92,-5,-25
CC(C)c1ccc(NC2CCCN(C(=O)CCc3cn[nH]c3)C2)cc1 (centres undefined),1.1,0,-8,1.1,-2,-1,1,-7,2
O=C(CN1CCN(c2ccccc2F)CC1)c1c[nH]c2ccccc12,2.0,1,-6,1.1,-4,1,1,0,0
Cc1cc(C)nc(N2CCN(c3ncnc4c3cnn4Cc3ccc(Cl)cc3Cl)CC2)n1,/,-2,2,0.98,-8,2,1.1,3,1
COc1cccc(NC(=O)CN(C)CC(=O)Nc2ccc(Cl)cc2[N+](=O)[O-])c1,22,0,-26,1.3,2,4,0.98,-8,-8
Nc1nnc(SCc2nnc(-c3ccccc3)o2)s1,0.0,1,-10,1.1,-2,-3,1,-6,0
COc1ccc(-c2csc(N3CCN(c4cc5c(cc4Cl)nc(-c4ccncc4)n5CCOCCO)CC3)n2)cc1,-0.8,-4,-3,1,8,-1,0.92,-6,-3
Cc1ccc(C(C)C)c(OCC(O)CN(C)Cc2ccccc2)c1 (centres undefined),4.9,-5,20,0.8,5,-3,0.95,-7,1
CCC(=O)N1c2ccc(S(=O)(=O)CCC(=O)Nc3ccc(OC)cc3OC)cc2CC1C (centres undefined),-2.0,-2,-7,1.1,-10,6,1.1,6,1

# Entries from the list above that have a COOH group (three):
SMILES,MPTP inh,beta cell repl,hIAP block,hIAP act,mIAP block,A3A deaminase,mIAP activ,A3G deaminase,GRIN3A LBD mod
COc1cccc(C2c3[nH]c4ccccc4c3C[C@H]3C(=O)N(c4ccccc4C(=O)N4CCC[C@H]4C(=O)O)C(=O)N23)c1 (some centres undefined),1.6,1,-3,1,6,-3,0.94,-6,-2
CCOc1ccc(CSC(CC(=O)O)C(=O)O)cc1 (centres undefined),2.5,1,-23,1.2,-9,-2,1.1,-3,2
Cn1cc(C(=O)O)c(-c2ccc3c(c2)OCCCO3)n1,0.9,0,13,0.87,-2,-1,1,-2,0

# Screens deposited in PubChem BioAssay by Sanford-Burnham Center for Chemical Genomics.
